High-throughput results deposited in PubChem by Sanford-Burnham Center for Chemical Genomics.
Rpn11 inh – blocks the human proteasome subunit Rpn11 | 360,000 compounds, 0.59% hits | O00487 | human 26S proteasome, Ub4-pepOG fluorescence polarization; 20S core pre-blocked with epoxomicin | calls only at 20 µM;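 active = inhibition at 20 µM, scaled to each plate's controls, above about 33%, limit read from the data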
Target sequence (O00487 whole entry, looked up): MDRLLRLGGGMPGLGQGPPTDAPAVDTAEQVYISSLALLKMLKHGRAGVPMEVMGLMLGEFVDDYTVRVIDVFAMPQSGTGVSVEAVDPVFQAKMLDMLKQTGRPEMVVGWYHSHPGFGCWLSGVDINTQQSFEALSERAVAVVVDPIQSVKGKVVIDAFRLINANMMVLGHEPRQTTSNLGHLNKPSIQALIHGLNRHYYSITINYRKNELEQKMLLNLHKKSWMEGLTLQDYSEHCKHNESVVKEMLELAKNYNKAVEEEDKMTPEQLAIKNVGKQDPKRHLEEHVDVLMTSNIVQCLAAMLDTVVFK
CendR NRP1 mod – NRP-1/CendR interaction modulation | AID 602438 | inhibition, % at 25 µM | FAM-RPARPAR peptide binding to NRP-1, fluorescence polarization | 360,000 compounds, 0.85% hits;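 active = inhibition or corrected inhibition above about 18%, plus a signal ratio from 0.5 to 1.5, limit read from the data, passing the limit was not always enough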; note: strong numbers were not always called active
DNMT1 inh – DNMT1 (human) enzyme inhibition. P26358. inhibition (reported as % activation of signal), % at 10 µM. 360,000 compounds, 0.83% hits. DNMT1 molecular beacon, Hinp1I cleavage, fluorescence. AID 588458; in the data active = inhibition above about 50%
NadD inh – NadD (S. aureus) enzyme inhibition | purified NadD enzyme, colorimetric absorbance read-out | inhibition, % at 20 µM | 360,000 compounds, 0.78% hits | AID 602399; in the data active = inhibition above about 26%; note: some compounds past the cut are filed as inactive
Scp-1 inhibitor – Scp-1 (human) phosphatase inhibition; inhibition, % at 20 µM; Recombinant Scp1, phosphopeptide, malachite green phosphate absorbance; Q9GZU7; 340,000 compounds, 0.88% hits;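 active = inhibition above about 50% at 20 µM, limit read from the data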;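 note: plate controls were DMSO wells with enzyme for no effect and wells lacking enzyme for full effect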
Target sequence (Q9GZU7 76-261 limits assumed): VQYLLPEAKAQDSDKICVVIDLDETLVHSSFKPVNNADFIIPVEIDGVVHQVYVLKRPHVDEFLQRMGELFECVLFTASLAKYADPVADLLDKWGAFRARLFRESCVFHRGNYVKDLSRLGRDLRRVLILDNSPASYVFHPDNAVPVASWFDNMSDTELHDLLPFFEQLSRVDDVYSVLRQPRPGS
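Material: truncated SCP-1 phosphatase (76-261aa) / Buffer or medium: 50 mM Tris acetate pH 5.5, 0.005% Tween-20, 10 mM MgCl2 / Compound dosing: one concentration, 20 µM, with 1.0% DMSO / Incubation: 45 min room-temperature reaction, 5 min colour, 30 min stabiliser / Detection: colorimetric free-phosphate detection, absorbance 630 nm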
SKN-1 inh – inhibitors of C. elegans SKN-1; 360,000 compounds, 0.49% hits; inhibition, % at 21.8 µM; C. elegans VP596 Pgst-4::GFP/RFP ratio, acrylamide-induced, 24 h; AID 624304;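 active = interference check ratio from 0.5 to 1.5 plus GFP to RFP signal ratio inhibition reaching or exceeding a fixed threshold, cut at about 30% in these data, passing the limit was not always enough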; note: some compounds called inactive have numbers as strong as hits
STEP block – blocks human striatal-enriched tyrosine phosphatase | P54829 | recombinant STEP, OMFP fluorogenic substrate, fluorescence | inhibition, % at 20 µM | 360,000 compounds, 0.25% hits;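 active = inhibition at 20 µM, scaled per plate between control wells, above about 37%, limit read from the data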;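 note: 0% = DMSO with enzyme and substrate and 100% = substrate only without enzyme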
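System: STEP phosphatase, cell-free reaction; Buffer or medium: Bis-Tris pH 6.0 buffer with DTT, detergent; Incubation: 20 min at room temperature, dark; Measured by: fluorescence, 480/540 nm.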
MT1-MMP act inh – inhibitors of human MT1-MMP activation | 360,000 compounds, 0.061% hits | P50281 | AID 651647 | GFP/RFP ratio change, % at 20 µM | HT1080 RFP-PRO-GFP cells, GFP/RFP ratio fluorescence, overnight; percent of plate control window, DMSO zero;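 active = GFP/RFP ratio change of at least 30% with cell ATP level not reduced by more than half and red fluorescence within 50% of control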; note: strong numbers were not always called active
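Test system: HT1080 RFP-PRO-GFP cells; Benchmarks: DMSO and RFP-L50D-GFP cell wells; Timing: cells overnight before dosing, compound overnight, 37 °C, 5% CO2; Compound: one 20 µM compound dose with 1% DMSO; Read-out: GFP/RFP fluorescence ratio.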
LMPTP inh – blocks human LMPTP phosphatase. recombinant LMPTP-A, OMFP fluorogenic substrate, fluorescence intensity. P24666. AID 651560. inhibition, % at 20 µM. 360,000 compounds, 0.22% hits;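 active = compounds that cut the enzyme signal by at least half of the control window in the single-dose screen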;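 note: plate controls were DMSO wells with enzyme plus substrate for no effect and substrate without enzyme for full effect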
Target sequence (P24666 whole entry, looked up): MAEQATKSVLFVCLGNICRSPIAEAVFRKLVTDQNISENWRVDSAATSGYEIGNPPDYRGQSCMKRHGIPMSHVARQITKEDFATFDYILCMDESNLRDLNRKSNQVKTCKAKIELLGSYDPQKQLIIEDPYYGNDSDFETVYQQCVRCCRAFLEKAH
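material = LMPTP-A | quantity = 0.625 nM enzyme | reagent = OMFP substrate, 400 µM final | buffer or medium = Bis-Tris pH 6.0, DTT, detergent | detection = endpoint fluorescence intensity from OMFP dephosphorylation | dosing = single 20 µM dose | read-out basis = % inhibition relative to no-enzyme and uninhibited control wells | control set = no-enzyme and uninhibited controls | timing = 50 min at room temperature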
SUMO1 PPI mod – modulators of human SUMO1-mediated protein-protein interactions; P63165; SUMO1 binding to a labelled peptide, TR-FRET, 1 h; inhibition, % at 20 µM; 360,000 compounds, 0.33% hits; in the data active = inhibition above about 37%
Target sequence (P63165 whole entry, looked up): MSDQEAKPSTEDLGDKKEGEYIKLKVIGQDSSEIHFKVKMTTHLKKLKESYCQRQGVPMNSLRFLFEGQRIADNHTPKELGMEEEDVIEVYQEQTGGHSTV
* marks the source's active call; other numbers are inactive results; i = inactive; · = not tested or not shown.

1. O=S(=O)(Cc1ccccc1Cl)c1ncn[nH]1
2. CCN(c1ccc(NC(=O)CSc2ccc3c(c2)OCCO3)cc1)C(C)C
3. CSc1c(CC(=O)NCCCO)n(Cc2ccccc2)c2ccccc12
4. Cc1ccc(C(C(=O)NC2CCCCC2)N(CC2CCCO2)C(=O)CNC(=O)c2cccs2)cc1 (stereo not given)
5. Cc1nn(C(=O)CCCn2cc([N+](=O)[O-])cn2)c(C)c1Cl
6. O=C(NC1CCCCCC1)c1cccnc1Sc1ccc(Cl)cc1
7. Cc1ccc(C)c(NC(=O)CN(C)C(=O)c2ccccc2OCc2ccccc2Cl)c1
8. CCc1cc2c(=O)[nH]c(CC(N)=O)nc2s1

Compound,1,2,3,4,5,6,7,8
Rpn11 inh,i,i,i,i,i,i,i,i
CendR NRP1 mod,5,0,1,3,5,-3,2,-2
DNMT1 inh,-3,1,-9,0,1,-2,1,-3
NadD inh,0,-5,-2,1,-2,1,3,-5
Scp-1 inhibitor,2,-2,-2,-3,6,0,-7,-3
SKN-1 inh,3,8,15,8,-2,6,14,7
STEP block,1,0,0,-3,-1,0,0,0
MT1-MMP act inh,-1,2,-2,-2,4,-1,-7,0
LMPTP inh,-1.3,-1.8,0.1,-0.6,-0.2,0.0,1.3,-0.2
SUMO1 PPI mod,1,2,3,-1,0,-2,5,-5

9. CCOc1cc(C(=O)CSc2nnc(CNc3ccc(Cl)cc3)o2)ccc1NC(=O)CC
10. COc1ccc(C2/C=C\CN(C(=O)Oc3ccc(C(F)(F)F)cc3)CC(=O)N2Cc2ccc(F)cc2)cc1 (stereo not given)
11. COc1ccc(Cc2noc(CN(C)Cc3ccc(-n4cccn4)cc3)n2)cc1OC
12. Cc1cc(C(=O)COC(=O)c2cc(O)c3ccccc3c2O)c(C)n1CC1CCCO1 (stereo not given)
13. COc1ccc(NC(=O)CCCC(=O)OCC(F)(F)C(F)F)cc1
14. Cc1cc(C)c(S(=O)(=O)c2ccc(Cl)cc2)c(=O)[nH]1
15. CC[C@]12c3[nH]c4cc(CCC(=O)N(C)C)ccc4c3CCN1C(=O)[C@@H](CC(=O)NCc1ccc(OC)c(OC)c1)C[C@@H]2C(=O)N1CCN(C(=O)C2CC2)CC1
16. CN(C)CCNc1oc(/C=C/c2ccccc2)nc1C#N

Compound,9,10,11,12,13,14,15,16
Rpn11 inh,i,i,i,i,i,i,i,i
CendR NRP1 mod,-10,-4,-17,1,-1,-5,-1,-9
DNMT1 inh,27,-10,-3,-30,75*,-5,7,-7
NadD inh,-2,0,-4,36*,-2,-3,13,1
Scp-1 inhibitor,-8,4,-8,74*,0,-9,1,-6
SKN-1 inh,14,-4,-7,8,-12,-7,-4,-4
STEP block,-8,0,-4,1,-4,3,1,3
MT1-MMP act inh,0,5,2,-9,0,-4,0,4
LMPTP inh,0.2,3.4,-0.6,1.9,-0.1,-2.6,-0.8,-2.3
SUMO1 PPI mod,4,0,3,31,0,-2,11,-15

Ordered by the number under Scp-1 inhibitor (descending): 5 from the list above
no.	SMILES	Rpn11 inh	CendR NRP1 mod	DNMT1 inh	NadD inh	Scp-1 inhibitor	SKN-1 inh	STEP block	MT1-MMP act inh	LMPTP inh	SUMO1 PPI mod
12	Cc1cc(C(=O)COC(=O)c2cc(O)c3ccccc3c2O)c(C)n1CC1CCCO1 (stereo not given)	i	1	-30	36*	74*	8	1	-9	1.9	31
10	COc1ccc(C2/C=C\CN(C(=O)Oc3ccc(C(F)(F)F)cc3)CC(=O)N2Cc2ccc(F)cc2)cc1 (stereo not given)	i	-4	-10	0	4	-4	0	5	3.4	0
16	CN(C)CCNc1oc(/C=C/c2ccccc2)nc1C#N	i	-9	-7	1	-6	-4	3	4	-2.3	-15
11	COc1ccc(Cc2noc(CN(C)Cc3ccc(-n4cccn4)cc3)n2)cc1OC	i	-17	-3	-4	-8	-7	-4	2	-0.6	3
14	Cc1cc(C)c(S(=O)(=O)c2ccc(Cl)cc2)c(=O)[nH]1	i	-5	-5	-3	-9	-7	3	-4	-2.6	-2

Next section.
17. O=C1N=C(N2CCOCC2)S/C1=C\c1ccncc1
18. COCCN(C(=O)C1CC1)c1nnc(-c2ccc(C)cc2)s1
19. CC(=O)c1ccccc1OCC(=O)Nc1cccc(S(=O)(=O)N2CCCC2)c1
20. COc1ccc(Br)cc1C(=O)Nc1ccccc1N1CCCC1
21. COc1ccc(C(=O)N2CCN(C)C(=O)[C@@H]2C)cc1OC1CCN(C(C)=O)CC1
22. CCOc1ccc2nc(N3CCC(C(=O)Nc4nnc(CC)s4)CC3)sc2c1
23. O=C(CCCc1ccccc1)Nc1cccnc1
24. O=C(NNC(=O)C(Cl)Cl)c1cnn(-c2ccccc2)c1C(F)(F)F

Compound,17,18,19,20,21,22,23,24
Rpn11 inh,i,i,i,i,i,i,i,i
CendR NRP1 mod,8,-2,0,-19,8,8,-8,13
DNMT1 inh,-2,-2,-3,-8,-1,-4,-1,0
NadD inh,-10,-3,-6,1,1,-2,5,-1
Scp-1 inhibitor,-13,-17,4,-18,-6,1,-7,1
SKN-1 inh,-6,-4,1,13,-6,5,12,-10
STEP block,2,-2,3,3,-3,-1,3,0
MT1-MMP act inh,-8,3,13,1,1,-1,-1,1
LMPTP inh,-0.8,-0.3,0.3,5.0,-0.3,1.5,-1.6,-1.8
SUMO1 PPI mod,-18,-4,4,-1,-3,2,-3,3

25. Cc1ccc(OCC(=O)N/N=C\c2cn(Cc3ccccc3)c3ccccc23)cc1C
26. COc1ccccc1C(=O)Nc1ccc(Oc2nnc(-c3ccc(C)cc3)c3ccccc23)cc1
27. Cc1cccc(N(CC(=O)N2CCCCCC2)S(C)(=O)=O)c1C
28. CCOC(=O)N1CCN(c2cc(C)c(C(C)=O)cc2F)CC1
29. CC(C)(C)Sc1ccc(N)nc1
30. Cc1ccc(-n2cccc2C(=S)N=P(N(C)C)(N(C)C)N(C)C)cc1
31. O=C1CC(Cc2ccc(Br)cc2)C(=O)N1c1ccccc1 (stereo not given)
32. Cc1ccc(S(=O)(=O)N=N/C=C2\C=CC=CN2O)cc1

Compound,25,26,27,28,29,30,31,32
Rpn11 inh,i,i,i,i,i,i,i,i
CendR NRP1 mod,-8,-5,-6,3,7,-10,-9,2
DNMT1 inh,1,-3,2,-1,9,-4,-1,1
NadD inh,8,52*,-2,-1,-2,-9,-6,1
Scp-1 inhibitor,-9,11,1,0,-5,-17,3,·
SKN-1 inh,-3,8,-16,0,-2,1,12,-4
STEP block,-2,6,1,-3,-1,12,0,-2
MT1-MMP act inh,-1,1,-1,3,-3,-16,1,-2
LMPTP inh,1.1,3.8,-1.1,-0.2,-1.3,1.4,-2.9,-2.5
SUMO1 PPI mod,0,-1,-1,1,-1,-3,0,1

33. O=C1/C(=C/Nc2ccc3c(c2)OCO3)CCc2ccccc21
34. CCc1nnc(NC(=O)CN2C(=O)CCC2=O)s1
35. CCOc1ccc(S(=O)(=O)Nc2ccc(C(=O)NCC3(N4CCCCC4)CCCCC3)cc2)cc1
36. Cc1ccc(SCC(=O)NCCCc2ccccc2)cc1
37. COc1cccc(NC(=O)CN(C)C(=O)c2ccc3c(c2)S(=O)(=O)N=C2CCCCCN23)c1
38. COc1cc2c(C(=O)NCCCN3CCN(c4cccc(Cl)c4)CC3)cn(C)c(=O)c2cc1OC
39. COc1ccc(S(=O)(=O)/N=C2/NC(=O)/C(=C/c3ccco3)S2)cc1
40. CCC(C(=O)N/N=C/c1cccnc1)c1ccccc1 (stereo not given)

Compound,33,34,35,36,37,38,39,40
Rpn11 inh,i,i,i,i,i,i,i,i
CendR NRP1 mod,-82,-3,-8,3,-8,3,-130,1
DNMT1 inh,-16,6,2,4,2,-8,64*,1
NadD inh,-7,0,2,-8,4,-6,8,-5
Scp-1 inhibitor,-2,7,5,0,7,-6,20,0
SKN-1 inh,9,2,13,-1,1,6,4,6
STEP block,4,-1,0,-2,-1,0,4,-1
MT1-MMP act inh,19,4,-1,3,1,5,-23,5
LMPTP inh,2.8,-1.8,0.6,-0.1,-0.2,0.4,0.6,0.5
SUMO1 PPI mod,-13,-1,-4,-2,-4,3,25,-7

41. C=COC(=O)NC1CCc2cc(OC)c(OC)c(OC)c2-c2ccc(SC)c(=O)cc21 (stereo not given)
42. COC(=O)Oc1ccc(/C=N/NC(=O)CSCc2ccccc2Br)cc1OC
43. Cc1ccccc1N(C(=O)c1ccco1)C(C(=O)NC1CCCC1)c1cccnc1 (stereo not given)
44. CCOc1cc(/C=N/NC(=O)C(N)=O)cc(Br)c1O
45. O=C(CN(C(=O)CCC(=O)Nc1ccccn1)c1ccc(F)cc1)NCCc1ccccc1
46. CC1(C)CC(=O)C(C(O)c2cccc([N+](=O)[O-])c2)C(C)(C)N1 (stereo not given)

Compound,41,42,43,44,45,46
Rpn11 inh,i,i,i,i,i,i
CendR NRP1 mod,-1,1,2,4,4,6
DNMT1 inh,2,-4,-1,3,1,-3
NadD inh,3,-4,-8,2,-5,4
Scp-1 inhibitor,0,-2,-5,7,-8,-8
SKN-1 inh,1,-5,7,-4,-1,17
STEP block,-1,-8,-1,-6,0,1
MT1-MMP act inh,24,7,0,4,-5,-2
LMPTP inh,-0.2,-0.5,-1.6,-2.7,-0.7,-0.3
SUMO1 PPI mod,-24,2,-6,0,-5,-18
